Source: PubChem BioAssay
AmpC inh detg = qHTS Inhibitors of AmpC Beta-Lactamase (assay with detergent); P00811; AmpC hydrolysis of nitrocefin, absorbance 480 nm, 0.01% Triton; Potency, µM (doses to about 114 µM), inactives show at the highest dose activity change, negative = inhibition, hits mostly inhibitors; 370,000 tested, 0.041% active;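 also: potency is read from the fitted curve at half-maximal effect; 0% = no-compound wells and -100% = no-enzyme wells; nearly all actives have a fitted effect of over 25% in size; some results filed as inactive show a strong effect at the top dose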
Target sequence (P00811 whole entry, looked up): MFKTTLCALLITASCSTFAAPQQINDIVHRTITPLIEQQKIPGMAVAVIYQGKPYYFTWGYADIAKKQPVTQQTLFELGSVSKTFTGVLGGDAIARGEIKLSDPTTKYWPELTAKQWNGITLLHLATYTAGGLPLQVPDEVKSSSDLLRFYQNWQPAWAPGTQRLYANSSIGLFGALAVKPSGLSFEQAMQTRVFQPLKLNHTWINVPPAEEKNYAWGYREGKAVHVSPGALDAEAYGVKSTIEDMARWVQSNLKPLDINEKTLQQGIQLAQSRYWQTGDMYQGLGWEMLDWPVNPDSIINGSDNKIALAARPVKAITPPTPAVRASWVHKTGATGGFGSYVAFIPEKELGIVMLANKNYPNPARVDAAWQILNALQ
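AmpC (5.3 nM in the dispensed reagent) in 20 mM phosphate pH 7.0 with 0.01% (detergent screen) or 0.0001% Triton X-100 was preincubated with compounds for 15 min at room temperature. Nitrocefin was then added from an 800 uM solution, and hydrolysis was followed at 480 nm.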
AmpC inh no detg = qHTS Inhibitors of AmpC Beta-Lactamase (assay without detergent) | P00811 | Potency, µM (titrated, usually from 57.1 µM), inactives show top-dose activity change, negative = inhibition, most hits filed as inhibitors | AmpC nitrocefin hydrolysis, absorbance 480 nm, 0.0001% Triton | 330,000 tested, 0.52% active | AID 485341, 2010;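 also: potency is read from the fitted curve at half-maximal effect; plate controls were no compound for no effect and no enzyme for full effect; nearly all actives have a fitted effect of over 20% in size; some results filed as inactive show a strong effect at the top dose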
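AmpC (5.3 nM in the dispensed reagent) in 20 mM phosphate pH 7.0 with 0.01% (detergent screen) or 0.0001% Triton X-100 was preincubated with compounds for 15 min at room temperature. Nitrocefin was then added from an 800 uM solution, and hydrolysis was followed at 480 nm.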
LmPK inhibitor = qHTS Assay for Inhibitors of Leishmania Mexicana Pyruvate Kinase (LmPK) | Q27686 | purified LmPK, Kinase-Glo ATP luminescence, 1 h | Potency, µM (titrated, usually from 57.5 µM), inactives show at the highest dose activity change, negative = inhibition, hits mostly inhibitors | 290,000 tested, 0.37% active | AID 1721, 2009; also: potency is read from the fitted curve at half-maximal effect
Target sequence (Q27686 whole entry, looked up): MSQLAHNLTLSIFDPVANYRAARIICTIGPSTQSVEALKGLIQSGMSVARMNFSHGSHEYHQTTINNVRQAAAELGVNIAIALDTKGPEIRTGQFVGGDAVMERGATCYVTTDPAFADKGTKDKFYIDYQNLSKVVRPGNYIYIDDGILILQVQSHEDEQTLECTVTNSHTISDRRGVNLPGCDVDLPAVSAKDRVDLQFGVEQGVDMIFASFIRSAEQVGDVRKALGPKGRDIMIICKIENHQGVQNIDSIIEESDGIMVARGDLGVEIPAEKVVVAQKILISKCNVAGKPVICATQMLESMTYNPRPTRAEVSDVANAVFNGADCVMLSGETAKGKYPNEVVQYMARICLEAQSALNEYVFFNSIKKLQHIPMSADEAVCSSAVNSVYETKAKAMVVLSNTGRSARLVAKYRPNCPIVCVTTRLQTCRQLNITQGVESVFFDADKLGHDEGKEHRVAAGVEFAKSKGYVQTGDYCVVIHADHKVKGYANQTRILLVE
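Purified LmPK (0.1 nM) converted ADP (0.1 mM) to ATP with PEP (0.5 mM) in imidazole buffer pH 7.2 with KCl and MgCl2, 1 h at room temperature. ATP was read by Kinase-Glo luminescence; data normalized to uninhibited and no-enzyme controls.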
TbPYK inhibitor = qHTS of Trypanosoma Brucei Inhibitors. pyruvate kinase (Trypanosoma brucei), Q57TT1. TbPYK enzyme, Kinase-Glo Plus ATP luminescence, 45 min. Potency, µM (doses to about 76.8 µM), for inactives: at the top dose activity, negative = inhibition, most hits filed as inhibitors. 410,000 tested, 0.12% active; also: potency is read from the fitted curve at half-maximal effect; nearly all actives have a fitted effect of over 50% in size
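Screened from lowest to highest concentration, compounds were pinned into TbPYK/substrate mixtures, and ADP (130 uM final) was added. Plates sat at room temperature for 45 min prior to Kinase-Glo Plus detection by luminescence.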
HCV inh = qHTS Assay for Inhibitors of Hepatitis C Virus (HCV); Huh7.5.1 HCVcc-Cre infection, luciferase reporter, 44 h; 340,000 tested, 3.4% active; Potency, µM (top dose mostly 41.8 µM), without a hit: at the highest dose activity change, negative = inhibition, actives largely listed as inhibitors; also: potency is read from the fitted curve at half-maximal effect
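HCVcc-Cre virus at an moi near 0.5 was added right after compound to cells cultured 4 h from seeding (1,000 cells/well). Luciferase activity was determined 44 h later, 15 min after substrate addition at RT.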
AMA1 RON2 block = qHTS for Inhibitors of AMA1-RON; Towards Development of Antimalarial Drug Lead: Primary Screen; Plasmodium falciparum AMA1 (3D7) - RON2 peptide interaction; AlphaScreen AMA1-biotinylated RON2 peptide binding; Potency, µM (highest dose often 58.2 µM), inactives show at the highest dose activity change, negative = inhibition, most hits filed as inhibitors; 360,000 tested, 0.2% active; AID 720542, 2013;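 also: potency is read from the fitted curve at half-maximal effect; 0% = vehicle wells and -100% = peptide control; nearly all actives have a fitted effect of over 45% in size; some results filed as inactive show a strong effect at the top dose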
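AMA1 (3D7) with his tag at 25 nM final met compounds first, then biotinylated RON2 peptide at 25 nM; detection used donor plus acceptor beads, 10 µg/mL apiece, read by AlphaScreen after 30 min at room temperature.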
HCMV inh = qHTS Assay for inhibitors of the human cytomegalovirus (HCMV) | HFF cells, HCMV-luciferase reporter, 72 h; hits give low values | activity change, negative = inhibition, % at 57.5 µM | 410,000 tested, 4.5% active | AID 1259415, 2018; in the data active = activity change below about -60%; inconclusive = no clear call, values can overlap the other calls; inactive = above about -39%
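Two-dose cell screen: HFF monolayers treated with compounds and infected with luciferase-expressing HCMV at 1 PFU/cell, 72 h at 37C, then lysed for luciferase measurement.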
* = called active by the depositor; ? = inconclusive; . = no result given; & = joins results of further samples; [ ] = dose if it differs, or a comment. Unless noted, calls follow the shape of the dose curve; as a rule, active = well fitted curve in the direction sought with a large enough effect; inconclusive = small, poorly fitted or top-dose-only effect, or another doubt; inactive = no such curve, though single readings can be large; an effect the other way counts as inactive or inconclusive. Unless noted, % is scaled to controls: 0 for no effect and ±100 for the full control effect.

SMILES	AmpC inh detg	AmpC inh no detg	LmPK inhibitor	TbPYK inhibitor	HCV inh	AMA1 RON2 block	HCMV inh
Cc1ccc(O)c(NC(=O)c2cc([N+](=O)[O-])ccc2Cl)c1	7%	-13%	1%	4%	-18%	-3%	19
COc1ccc(-c2onc(C)c2C)cc1S(=O)(=O)N1c2ccccc2CC1C (stereo not drawn)	-3%	.	.	-1%	.	.	42
OCC(O)/C=N/Nc1nc(Nc2ccccc2)nc(Nc2ccccc2)n1 (stereo not drawn)	-22%	21%	3%	1%	12%	67%[activator]	-22
O=C(N1CCN(c2ccccc2)CC1)C(F)(F)C(F)F	-8%	-1%	-4%	3%	16%	12%	-7
Cc1nnc2ccc(-c3cccc(C(F)(F)F)c3)nn12	.	.	.	-8%	-29%	3%	-32
Cc1cc(C)cc(N2C(=O)c3nccnc3C2=O)c1	-4%	-4%	-1%	-15%	23%	6%	-5
CCOC(=O)c1ccc(NC(=O)CSCCC(=O)O)cc1	4%	-36%	3%	8%	16%	-1%	?
CC(C)C(=O)Nc1nnc(S(=O)(=O)N2CCCCCC2)s1	-16%&25%	-9%	2%	-2%&1%	14%	-8%	3&1
C#CCN1C(=O)C(O)(CC(=O)c2ccc3c(c2)OCCO3)c2ccccc21 (stereo not drawn)	-14%	-12%	-1%	-4%	12%	-5%	-16
CCCCc1nnc(NC(=O)C2CCN(c3ncnc4sc(C)c(C)c34)CC2)s1	-6%	3%	.	-2%	-5%	-3%	-31
COCCCn1c(=O)c2ccccc2n(Cc2ccccc2C)c1=O	-5%	52%	-6%	2%	-19%	12%	-27
COC(=O)c1sc(N)c(C(=O)OC)c1CSc1nc2sc3c(c2c(=O)n1C)CCC3	?	-25%	-2%	-3%	-22%	-18%	-8
Cc1ccccc1NC(=O)COc1cccc2c1CCNC2=O	-13%	-22%	.	0%	-28%	6%	1
CC(C)n1c(SCc2ccccc2F)nc2c1c(=O)n(C)c(=O)n2C	-10%	46%	5%	-8%	?	-6%	-34
COc1cc(C2C(C#N)=C(SC)NC3=C2C(=O)CCC3)ccc1O (stereo not drawn)	0%	-10%	2%	-5%	23%	9%	-38
COc1ccc(NC(C)C(=O)N/N=C/c2c(O)ccc3ccccc23)cc1 (stereo not drawn)	2%	-37%	-4%	6%	3%	59%[activator]	39
NC(=O)C1CCN(C(=O)c2ccc3nc(-c4ccccc4)c(-c4ccccc4)nc3c2)CC1	-4%	156%[activator]	5%	-2%	-19%	-5%	19
COc1ccc(CCNC(=O)Cc2ccc3c(c2)OCO3)cc1OC	?	-6%	-7%	-1%	6%	-10%	15
c1cncc(CN=C2Nc3ccccc3CS2)c1	-11%	-22%	14%	-1%	9%	-1%	-25
COc1cccc(NS(=O)(=O)c2ccc3[nH]cc(C(=O)NCCCOC(C)C)c(=O)c3c2)c1	-2%	-12%	4%	6%	?	-10%	?
COc1ccc(COC(=O)c2ccc(N3CCCC3=O)cc2)cc1F	?	42%	2%	5%	?	-14%	-4
COc1cccc(NC(=O)C2CCN(S(=O)(=O)c3ccc4[nH]c(=O)ccc4c3)CC2)c1	-14%	-21%	-5%	4%	22%	0%	3
COc1ccc(OCC(O)CNc2ccc(Br)cc2)cc1 (stereo not drawn)	-5%	-1%	4%	-1%	-20%	-8%	57
CC(NC(=O)c1ccncc1)c1ccc(Br)cc1 (stereo not drawn)	.	.	.	2%	14%	18%	19
CN(CC(=O)NCc1cccnc1)S(=O)(=O)c1ccc(F)cc1	-11%	-11%	-2%	6%	24%	3%	-20

Only AmpC inh detg and AmpC inh no detg (three entries from above):
structure | AmpC inh detg | AmpC inh no detg
Cc1ccc(O)c(NC(=O)c2cc([N+](=O)[O-])ccc2Cl)c1 | 7% | -13%
COc1ccc(-c2onc(C)c2C)cc1S(=O)(=O)N1c2ccccc2CC1C (stereo not drawn) | -3% | .
OCC(O)/C=N/Nc1nc(Nc2ccccc2)nc(Nc2ccccc2)n1 (stereo not drawn) | -22% | 21%

Additional records follow.
SMILES	AmpC inh detg	AmpC inh no detg	LmPK inhibitor	TbPYK inhibitor	HCV inh	AMA1 RON2 block	HCMV inh
CC(C)(C)c1ccc(C(=O)Nc2ccc(OCc3cc(=O)n4ccsc4n3)cc2)cc1	11%	.	.	-1%	.	.	-40
Cc1cc(Cl)nc(SCC(=O)c2ccccc2)n1	1%	-11%	-6%	1%	-2%	5%	-31
N=c1sccn1CC(=O)Nc1ccc(Cl)c(S(=O)(=O)N2CCOCC2)c1	-9%	-25%	2%	2%	-2%	0%	-4
COC(=O)/C(=C1\Oc2ccc(C(C)(C)C)cc2S1)C(F)(F)F	-12%	-12%	-9%	-11%	6%	1%	-67*
COC(=O)c1ccc2nc(-c3ccccc3)c(Cc3ccsc3)n2c1	.	.	.	-1%	.	-5%	39
COc1cccc(NC(=O)CSc2nc3ccccc3c3nc4ccccc4n23)c1	?	-35%	-2%	-5%	?	-7%	?
COc1ccc(Nc2c3c(nc4ccccc24)CCC3)cc1Cl	?	.	.	-7%	.	.	-19
O=C(Nc1cccc(O)c1)c1cc(-c2ccc3c(c2)OCO3)on1	-6%	-41%	-20%	-12%	7%	0%	41
c1ccc(-c2nnc(-c3ccco3)n2-c2ccccc2)cc1	?	-11%	-4%	-3%	-21%	-1%	15
COc1ccc(-c2noc(C3CC(=O)N(c4ccccc4)C3)n2)c(OC)c1 (stereo not drawn)	0%	.	.	-1%	.	.	12
COc1ccc(CCN(C(=O)c2ccc(F)cc2)C2=CC3CCC(C2)N3C)cc1OC (stereo not drawn)	?	-18%	-4%	0%	13%	1%	8
Cc1ccc(NC(=O)C2CC2C)c(Cl)c1 (stereo not drawn)	0%	-21%	3%	-2%	9%	-4%	-11
CCOC(=O)Cn1c(=O)c2c(nc3n2CCN3c2ccc(CC)cc2)n(C)c1=O	22%	.	.	5%	.	.	5
CC(Sc1nncn1C)C(=O)Nc1ccc(N2CCCCC2)cc1 (stereo not drawn)	-7%	-8%	.	-4%	-7%	-12%	0
CCCOc1ccc(C(=O)Nc2ccc(S(=O)(=O)NC3=NCCCCC3)cc2)cc1	0%	29%	.	-3%	?	-9%	-62*
COC(=O)/C(=C\c1cccnc1)NC(=O)c1ccc(OCc2ccccc2)cc1	-8%	87%[activator]	-4%	2%	?	-7%	?
O=C(CNC(=O)c1ccc(Cl)cc1)NCCCn1ccnc1	1%	-9%	5%	-10%	20%	-1%	3
CSCCC(NS(=O)(=O)c1ccc(Cl)cc1)C(=O)OCC(=O)NC12CC3CC(CC(C3)C1)C2 (stereo not drawn)	6%	-3%	7%	-2%	1%	14%	10
C[C@]12CCC3C(CC[C@@H]4C[C@H](O)CC[C@]34C)C1CCC2=O (stereo partly drawn)	.	18%	.	-1%	4%	-4%	-33
O=C(CNc1ccc2ccccc2c1)N/N=C/C=C/c1cccc([N+](=O)[O-])c1	-5%	-35%	4%	-1%	-9%	23%	39
CSCc1cc(N2CCOCC2)nc(-c2ccccc2)n1	-5%	-5%	-2%	-3%	?	-1%	-8
N=C1/C(=C\c2ccc(OC(=O)c3ccco3)cc2)C(=O)N=C2SC(N3CCCCC3)=NN12	-5%	-40%	-1%	4%	19%	110%[activator]	10
O=C(CCC1CCCC1)Nc1cc(Cl)ccc1N1CCOCC1	8%	15%	.	4%	-6%	13%	?
COc1ccc(CNC(=O)CN2CCN(S(=O)(=O)c3cc(Br)ccc3Br)CC2)cc1OC	0%	209%[activator]	.	-8%	-7%	-5%	-14
COc1ccc(OC)c2[nH]c(=O)c(CCNC(=O)c3ccc(Br)o3)cc12	-2%	26%	-1%	-2%	?	-3%	-38
(more compounds)
SMILES	AmpC inh detg	AmpC inh no detg	LmPK inhibitor	TbPYK inhibitor	HCV inh	AMA1 RON2 block	HCMV inh
O=C(c1ccc(SCc2ccco2)c([N+](=O)[O-])c1)N1CCOCC1	-4%	19%	0%	3%	-18%	-12%	-13
CCN(CC)C(=O)Cn1cc(C(=O)C(=O)NCc2ccco2)c2ccccc21	5%	-10%	1%	-1%	-24%	-8%	-10
O=C(c1cc(Cl)cc(Cl)c1)N1Cc2ccccc2-n2nncc2C1	.	.	.	0%	.	0%	-8
CCOC(=O)CNC(=O)CSc1nc2cccnc2n1C	-1%	-15%	2%	-3%	1%	-3%	6
Cc1cc(C)c(C)c(S(=O)(=O)N2CCN(C(=O)C3CSC4(C)CCC(=O)N34)CC2)c1C (stereo not drawn)	0%	15%	.	3%	?	?	.
CCc1ccc(-c2nn[nH]n2)cc1	-5%	-22%	-6%	-4%	12%	-1%	-23
COC(=O)C1CCN(c2csc3ccc(C)cc3c2=O)CC1	1%	.	.	-9%	.	.	4
CNc1ccc2oc(C[C@H]3O[C@@]4(CC[C@H]3C)O[C@H]([C@H](C)C(=O)c3ccc[nH]3)[C@H](C)C[C@H]4C)nc2c1C(=O)O	-6%	-19%	6%	-19%	2.2µM*	80%[activator]	-100*
CCOC(=O)C1CCCN(C(=O)c2ccc(S(=O)(=O)N3CCOCC3)cc2)C1 (stereo not drawn)	-8%	-9%	.	1%	-8%	9%	0
Cc1nn(Cc2ccccc2)c(Cl)c1C(=O)NCc1ccc(C)n1C	0%	49%	7%	-4%	-18%	-7%	-7
Cn1nnnc1SCCNCc1ccc(F)cc1	-5%	.	.	5%	.	.	-3
CCOc1ccc(-n2c(=S)sc3c(=O)[nH]c(SCC(=O)NC(C)CC)nc32)cc1 (stereo not drawn)	-6%	-19%	14%	0%	-45%	4%	-39
Cn1c(C(=O)O)cc2c(=O)n3ccccc3nc21	-2%	-2%	?	-8%	2%	8%	-37
CCOc1ccc(CN2CCNC(=O)C2CC(=O)NCCCn2ccnc2)cc1 (stereo not drawn)	3%	-6%	4%	-13%	6%	3%	-22
O=C1N=C2SCCN2/C1=C\c1ccc(Cl)cc1	2%	-28%	-1%	-3%	-17%	-6%	4
NNC(=O)c1nn(-c2ccc(Cl)cc2)ccc1=O	1%	-17%	0%	-1%	1%	0%	-24

Quoted from the listing.
Under AmpC inh no detg, Cn1c(C(=O)O)cc2c(=O)n3ccccc3nc21 is listed with -2%
Under TbPYK inhibitor, Cn1nnnc1SCCNCc1ccc(F)cc1 is listed with 5%
Under AmpC inh no detg, CCN(CC)C(=O)Cn1cc(C(=O)C(=O)NCc2ccco2)c2ccccc21 is listed with -10%
